Compound activity: PubChem, National Center for Advancing Translational Sciences (NCATS)
FLuc modulator: firefly luciferase modulation, counter-screen for miR-21 project; P08659; purified FLuc, Km substrates, luminescence inhibition; Potency, µM (top dose mostly 57.5 µM), for the others: at the highest dose activity change, negative = inhibition, actives largely listed as inhibitors; 360,000 compounds, 6.9% hits; AID 588342;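 also: plate controls were vehicle for no effect and reference inhibitor for full effect; nearly all actives have a fitted effect of over 55% in size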
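Biochemical qHTS of compounds, final roughly 60 µM downward over six points, against 10 nM purified firefly luciferase using Km concentrations of substrates (10 uM D-luciferin, 10 uM ATP) in Tris acetate pH 7.5 buffer; luminescence output.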
MLL CXXC-DNA inh: blocks binding of human MLL CXXC domain to DNA | Q03164 | 290,000 compounds, 0.037% hits | MLL-CXXC / FITC-HOXA9 DNA fluorescence polarization | Potency, µM (doses to about 115 µM), without a hit: top-dose activity change, negative = inhibition, hits mostly inhibitors | AID 2662; active = well fitted inhibition curve with a large enough effect in the polarisation, with a control signal flat, not every such curve was filed as active; inconclusive = small, poorly fitted or top-dose-only effect, or effect the other way, or a change in a side signal; inactive = no such curve, though single readings can be large or run the other way; the % refers to the polarisation
Target sequence (Q03164 whole entry, looked up, the tested form may be a part): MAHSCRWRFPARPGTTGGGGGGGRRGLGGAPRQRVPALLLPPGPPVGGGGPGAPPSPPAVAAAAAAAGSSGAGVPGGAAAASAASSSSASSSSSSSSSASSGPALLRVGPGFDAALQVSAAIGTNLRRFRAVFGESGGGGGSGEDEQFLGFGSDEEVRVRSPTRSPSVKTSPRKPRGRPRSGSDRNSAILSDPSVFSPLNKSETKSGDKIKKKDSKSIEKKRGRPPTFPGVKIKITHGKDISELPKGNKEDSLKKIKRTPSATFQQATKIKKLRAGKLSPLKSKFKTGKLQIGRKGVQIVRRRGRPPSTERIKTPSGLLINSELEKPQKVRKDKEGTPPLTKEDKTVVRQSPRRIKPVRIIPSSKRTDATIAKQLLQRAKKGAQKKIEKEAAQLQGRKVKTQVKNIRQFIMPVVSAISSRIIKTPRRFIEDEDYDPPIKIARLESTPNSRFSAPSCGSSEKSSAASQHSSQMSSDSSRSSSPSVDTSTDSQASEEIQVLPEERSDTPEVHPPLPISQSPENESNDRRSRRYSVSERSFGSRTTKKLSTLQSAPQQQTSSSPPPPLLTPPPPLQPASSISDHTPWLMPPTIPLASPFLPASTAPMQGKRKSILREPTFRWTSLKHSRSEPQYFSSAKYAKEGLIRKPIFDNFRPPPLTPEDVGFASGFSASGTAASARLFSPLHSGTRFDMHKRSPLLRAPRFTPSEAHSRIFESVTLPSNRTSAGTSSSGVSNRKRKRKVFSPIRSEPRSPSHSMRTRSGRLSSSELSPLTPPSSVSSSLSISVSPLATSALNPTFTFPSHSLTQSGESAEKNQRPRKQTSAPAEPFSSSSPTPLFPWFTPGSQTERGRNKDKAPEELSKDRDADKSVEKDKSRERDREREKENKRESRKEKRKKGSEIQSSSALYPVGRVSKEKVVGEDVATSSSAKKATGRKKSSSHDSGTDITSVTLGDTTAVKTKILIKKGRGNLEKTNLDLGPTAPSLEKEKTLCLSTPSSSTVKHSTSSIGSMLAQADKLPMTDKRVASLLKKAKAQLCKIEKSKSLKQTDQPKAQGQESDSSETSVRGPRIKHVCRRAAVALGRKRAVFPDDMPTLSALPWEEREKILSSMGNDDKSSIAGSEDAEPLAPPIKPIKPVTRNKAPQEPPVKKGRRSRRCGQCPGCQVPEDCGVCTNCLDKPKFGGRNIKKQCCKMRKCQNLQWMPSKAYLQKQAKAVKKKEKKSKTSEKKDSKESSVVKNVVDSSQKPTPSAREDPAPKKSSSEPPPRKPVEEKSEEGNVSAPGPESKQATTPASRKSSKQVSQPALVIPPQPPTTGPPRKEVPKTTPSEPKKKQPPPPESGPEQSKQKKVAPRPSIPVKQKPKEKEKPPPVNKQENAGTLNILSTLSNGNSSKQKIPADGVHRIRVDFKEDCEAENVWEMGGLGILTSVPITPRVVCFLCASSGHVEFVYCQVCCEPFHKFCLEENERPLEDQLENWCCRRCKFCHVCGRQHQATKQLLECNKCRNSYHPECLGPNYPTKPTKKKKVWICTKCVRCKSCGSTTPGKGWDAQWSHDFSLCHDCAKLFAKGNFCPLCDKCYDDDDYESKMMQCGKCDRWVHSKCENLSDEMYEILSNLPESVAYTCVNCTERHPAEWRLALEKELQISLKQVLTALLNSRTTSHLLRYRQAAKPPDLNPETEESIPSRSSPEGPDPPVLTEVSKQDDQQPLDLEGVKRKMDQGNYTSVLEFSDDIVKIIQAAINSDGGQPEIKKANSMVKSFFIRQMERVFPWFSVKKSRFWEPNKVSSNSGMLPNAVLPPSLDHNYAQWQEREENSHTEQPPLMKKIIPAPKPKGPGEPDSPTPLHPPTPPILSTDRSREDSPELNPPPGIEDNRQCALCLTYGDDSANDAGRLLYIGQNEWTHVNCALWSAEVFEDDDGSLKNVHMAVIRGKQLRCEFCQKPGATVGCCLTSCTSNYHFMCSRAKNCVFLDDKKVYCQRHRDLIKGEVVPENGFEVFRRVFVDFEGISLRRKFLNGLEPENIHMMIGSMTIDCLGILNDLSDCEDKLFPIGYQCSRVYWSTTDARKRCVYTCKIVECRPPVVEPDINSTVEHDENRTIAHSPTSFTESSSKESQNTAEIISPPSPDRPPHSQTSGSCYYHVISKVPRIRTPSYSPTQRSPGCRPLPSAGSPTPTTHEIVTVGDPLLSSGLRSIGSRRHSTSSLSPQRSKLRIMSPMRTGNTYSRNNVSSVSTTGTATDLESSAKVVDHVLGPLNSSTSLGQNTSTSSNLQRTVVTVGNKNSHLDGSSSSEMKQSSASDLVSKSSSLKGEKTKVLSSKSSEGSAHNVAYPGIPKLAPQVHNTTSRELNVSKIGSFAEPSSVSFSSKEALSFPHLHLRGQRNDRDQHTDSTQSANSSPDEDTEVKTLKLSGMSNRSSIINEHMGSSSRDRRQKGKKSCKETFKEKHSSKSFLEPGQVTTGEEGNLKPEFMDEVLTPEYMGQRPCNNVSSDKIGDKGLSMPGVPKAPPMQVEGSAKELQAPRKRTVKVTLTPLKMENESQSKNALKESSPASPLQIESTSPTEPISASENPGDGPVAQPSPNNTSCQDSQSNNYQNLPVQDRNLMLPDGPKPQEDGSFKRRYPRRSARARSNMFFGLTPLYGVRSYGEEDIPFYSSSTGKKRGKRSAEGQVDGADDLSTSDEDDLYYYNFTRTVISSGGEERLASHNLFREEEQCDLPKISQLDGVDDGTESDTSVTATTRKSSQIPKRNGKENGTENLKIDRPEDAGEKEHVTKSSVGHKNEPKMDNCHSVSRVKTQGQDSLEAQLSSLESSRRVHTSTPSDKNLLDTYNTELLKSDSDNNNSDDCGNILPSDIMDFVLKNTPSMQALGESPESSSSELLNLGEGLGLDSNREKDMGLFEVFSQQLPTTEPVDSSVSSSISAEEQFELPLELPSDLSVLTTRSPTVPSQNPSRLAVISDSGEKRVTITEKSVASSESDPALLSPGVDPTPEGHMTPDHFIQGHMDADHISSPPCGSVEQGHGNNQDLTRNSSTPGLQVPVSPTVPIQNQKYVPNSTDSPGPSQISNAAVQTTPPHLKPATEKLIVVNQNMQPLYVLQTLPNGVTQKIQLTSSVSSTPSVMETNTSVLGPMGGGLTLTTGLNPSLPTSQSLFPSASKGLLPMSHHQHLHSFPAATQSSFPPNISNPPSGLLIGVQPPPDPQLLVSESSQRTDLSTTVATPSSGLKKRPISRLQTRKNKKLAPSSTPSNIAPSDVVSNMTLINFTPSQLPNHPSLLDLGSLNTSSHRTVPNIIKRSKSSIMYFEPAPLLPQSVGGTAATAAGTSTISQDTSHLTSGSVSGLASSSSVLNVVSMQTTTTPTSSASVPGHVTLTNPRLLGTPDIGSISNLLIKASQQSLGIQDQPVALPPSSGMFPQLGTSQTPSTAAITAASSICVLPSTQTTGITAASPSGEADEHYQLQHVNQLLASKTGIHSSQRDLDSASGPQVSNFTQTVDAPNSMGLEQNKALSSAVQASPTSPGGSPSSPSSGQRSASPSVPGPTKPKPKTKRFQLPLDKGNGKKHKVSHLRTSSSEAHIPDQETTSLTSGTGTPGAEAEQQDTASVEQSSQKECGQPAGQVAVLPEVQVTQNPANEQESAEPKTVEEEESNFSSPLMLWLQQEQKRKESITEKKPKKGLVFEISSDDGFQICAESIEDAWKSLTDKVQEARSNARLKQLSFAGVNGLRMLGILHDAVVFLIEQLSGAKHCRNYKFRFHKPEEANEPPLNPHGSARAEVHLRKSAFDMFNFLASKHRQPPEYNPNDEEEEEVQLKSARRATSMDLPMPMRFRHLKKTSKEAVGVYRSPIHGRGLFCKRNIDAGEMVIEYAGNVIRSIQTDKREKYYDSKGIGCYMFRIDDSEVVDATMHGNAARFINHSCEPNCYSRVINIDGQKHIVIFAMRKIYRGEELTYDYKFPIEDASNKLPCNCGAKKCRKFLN
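Fluorescence polarization: 7 uM MLL-CXXC (stock) preincubated 5 min with compounds, then 50 nM fluorescein-HOX-A9 DNA (stock) added; 30 min ambient. Buffer 50 mM Tris-HCl pH 7.5, 50 mM NaCl, 1 mM DTT, 0.05% BSA.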
ELG1 genotox: induces genotoxicity in HEK293T cells with luciferase-tagged ELG1. Potency, µM (top dose mostly 46 µM), for inactives: at the highest dose activity change, positive = activation, hits mostly activators. 330,000 compounds, 1.3% hits. HEK293T ELG1-luciferase reporter, luminescence, 16 h. AID 504466; also: % of control where 0% means no effect; nearly all actives have a fitted effect of over 60% in size
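HEK293T cells expressing luciferase-tagged ELG1 were exposed to compound or DMSO vehicle for 16 hr at 37 °C and 5% CO2. Luciferase activity was then measured with ONE-Glo after 30 min at room temperature.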
p53 reactivation: mutant p53 re-activation in reporter cells | H1299 p53-A138V BP100-luciferase reporter, luminescence, 24 h | Potency, µM (highest dose often 92.2 µM), for inactives: at the top dose activity change, positive = activation, hits mostly activators | 320,000 compounds, 0.063% hits; also: % of control where 0% means no effect; nearly all actives have a fitted effect of over 45% in size
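p53-null H1299 cells stably carrying temperature-sensitive p53-A138V and a BP100-luciferase reporter were pinned with compounds (4-point, 1:5 series) and held 24 hrs at 37 deg C. Luminescence was read 10 min after detection reagent.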
BRCA1 expr act: activators of BRCA1 expression. 380,000 compounds, 1.1% hits. Potency, µM (titrated, usually from 46.1 µM), inactives show at the top dose activation, actives largely listed as activators. MCF7-BRCA1-FFLuc reporter, luminescence, 48 h; response scale: scaled: vehicle 0%, 10 µM genistein 100%; also: nearly all actives have a fitted effect of over 80% in size; some results filed as inactive show a strong effect at the top dose
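Using MCF7 cells harboring a BRCA1 firefly luciferase reporter, plated 2 h before compound pinning, the screen measured luminescence after 48 h incubation. Responses were normalized to DMSO and 10 microM genistein, then fitted for concentration-effect.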
RORg inh: blocks mouse ROR gamma transcriptional activity | P51450 | Potency, µM (series often up to 53.6 µM), for the others: at the top dose activity change, negative = inhibition, hits mostly inhibitors | Drosophila S2 Gal4-RORgamma UAS-luciferase reporter, 20 h | 310,000 compounds, 5.4% hits; also: % is scaled to controls: 0 for no effect and ±100 for the full control effect; nearly all actives have a fitted effect of over 60% in size
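Drosophila Schneider cells stably carrying a metallothionein-driven Gal4 DBD–ROR gamma fusion and a UAS-Photinus luciferase reporter were exposed to compound for 1 hr, then induced with copper sulfate (700 uM final) for 20 hr at ambient temperature before luminescence reading.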
uPA surface inh: cell surface uPA generation inhibition; 330,000 compounds, 0.31% hits; cell surface uPA generation assay, qHTS; Potency, µM (series often up to 38.3 µM), without a hit: top-dose activity change, negative = inhibition, most hits filed as inhibitors; AID 540303; active = well fitted inhibition curve with a large enough effect; inconclusive = small, poorly fitted or top-dose-only effect; inactive = no such curve, though single readings can be large or run the other way; tested in mouse RAW 264.7 cells; also: % is scaled to controls: 0 for no effect and ±100 for the full control effect; nearly all actives have a fitted effect of over 55% in size
NPC1 prom act: activators of NPC1 promoter | Huh7 NPC1 promoter luciferase reporter, 24 h | Potency, µM (top dose mostly 9.22 µM), for the others: top-dose activation, hits mostly activators | 320,000 compounds, 2.4% hits | AID 485313;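 also: % of control where 0% means no effect; nearly all actives have a fitted effect of over 60% in size; reporter is driven by a mutant NPC1 promoter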
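Stable NPC1-promoter luciferase Huh7 line; cpd (DMSO) 24 h, 37 °C, 5% CO2; Amplite luciferase reagent 10 min RT; luminescence readout. qHTS format.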
Rab9 prom act: activates the Rab9 promoter; Huh7 Rab9 promoter-luciferase reporter, luminescence, 24 h; Potency, µM (highest dose often 9.22 µM), for inactives: at the top dose activation, negative = inhibition, most hits filed as activators; 320,000 compounds, 2.8% hits; AID 485297; also: % of control where 0% means no effect; nearly all actives have a fitted effect of over 60% in size
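Cells were plated at 1500 per well in reduced-serum medium with 10% FBS and left 2 h. Compound in DMSO was then added for 24 h at 37 °C. Reporter signal was read by luminescence after 10 min with luciferase detection reagent.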
VP16 counter: inhibits Gal4-VP16 luciferase reporter, ROR gamma counter-screen. 310,000 compounds, 3.5% hits. Potency, µM (series often up to 53.6 µM), without a hit: at the highest dose activity, negative = inhibition, hits mostly inhibitors. AID 2546. Drosophila S2 Gal4-VP16 UAS-luciferase, luminescence, 20 h;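 also: Gal4-VP16 expression switched on by copper sulfate through the metallothionein promoter; % is scaled to controls: 0 for no effect and ±100 for the full control effect; nearly all actives have a fitted effect of over 50% in size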
MBNL1-CUG inh: inhibitors of human MBNL1 binding to CUG repeat RNA; Q9NR56; TR-FRET MBNL1-His/biotin-(CUG)12 binding, 665/545 ratio; Potency, µM (top dose mostly 57.5 µM), without a hit: top-dose activity change, negative = inhibition, hits mostly inhibitors; 280,000 compounds, 0.036% hits; AID 2675; active = well fitted inhibition curve with a large enough effect in the signal ratio, with a control signal flat, not every such curve was filed as active; inconclusive = small, poorly fitted or top-dose-only effect, or effect the other way, or a change in a side signal; inactive = no such curve, though single readings can be large or run the other way; the % refers to the signal ratio; also: % is scaled to controls: 0 for no effect and ±100 for the full control effect
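TR-FRET between His-tagged MBNL1 and biotin-(CUG)12 RNA, detected with Tb anti-His antibody (0.055 ng/ul) and streptavidin-XL665 (5 nM), 60 min at room temperature. Compounds titrated 92 nM to 58 uM; 665/545 nm ratio normalized to buffer and complex controls.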
An asterisk follows results filed as active; & = joins results of further samples; [ ] = another dose, or the depositor's remark. Unless noted, calls follow the shape of the dose curve; as a rule, active = well fitted curve in the direction sought with a large enough effect; inconclusive = small, poorly fitted or top-dose-only effect, or another doubt; inactive = no such curve, though single readings can be large; an effect the other way counts as inactive or inconclusive. Potency is read from the fitted curve at half-maximal effect. A portion of the library; count on the stated rates, not on these rows.

Results for CCN(CC)CCn1c(=N)n(CC(O)c2ccco2)c2ccccc21 (configuration not stated) ?
FLuc modulator: -2%; MLL CXXC-DNA inh: 8%; ELG1 genotox: -7%; p53 reactivation: -7%; BRCA1 expr act: -8%; RORg inh: 42%; uPA surface inh: -11%; NPC1 prom act: -6%; Rab9 prom act: 2%; VP16 counter: -18%; MBNL1-CUG inh: -3%[11.5 µM]

How did CN(CC(=O)Nc1cccc(S(=O)(=O)N2CCCC2)c1)CC(=O)Nc1ccc(Cl)c(C(F)(F)F)c1 do in these assays?
FLuc modulator: 15%; ELG1 genotox: -9%; p53 reactivation: -4%; BRCA1 expr act: -71%; uPA surface inh: -10%; NPC1 prom act: -5%; Rab9 prom act: -13%

What do the screens show for `Cc1ccc2c(c1)C(CCN)C(=O)N2Cc1ccccc1` (configuration not stated)?
FLuc modulator: 3%; MLL CXXC-DNA inh: 4%; BRCA1 expr act: 0%; RORg inh: -17%; uPA surface inh: 4%; NPC1 prom act: 0%; Rab9 prom act: 0%; VP16 counter: 1%; MBNL1-CUG inh: -5%

How did O=C(CN1CCN(S(=O)(=O)c2ccccc2C(F)(F)F)CC1)NCc1cccs1 do in these assays?
FLuc modulator: -1%; ELG1 genotox: 0%; p53 reactivation: -3%; BRCA1 expr act: -9%; uPA surface inh: -4%; NPC1 prom act: -2%; Rab9 prom act: -1%

How did Cc1cccc(C)c1N1CCN(C(=O)N2CCOCC2)CC1 do in these assays?
FLuc modulator: 0%; MLL CXXC-DNA inh: 3%; ELG1 genotox: 1%; p53 reactivation: 2%; BRCA1 expr act: -5%; RORg inh: -5%; uPA surface inh: 1%; NPC1 prom act: -2%; Rab9 prom act: -14%; VP16 counter: 6%; MBNL1-CUG inh: -2%

How did CCCCCn1c(=O)[nH]c2cc(C(=O)NCCCN(C)Cc3ccccc3)ccc2c1=O do in these assays?
FLuc modulator: -1%; MLL CXXC-DNA inh: 10%; ELG1 genotox: -7%; p53 reactivation: 2%; BRCA1 expr act: -17%; RORg inh: 11%; uPA surface inh: -11%; NPC1 prom act: -10%; Rab9 prom act: 4%; VP16 counter: 16%

Results for COC(=O)c1ccc(/C=N/NC(=O)c2ccc3nc[nH]c3c2)cc1 ?
FLuc modulator: inconclusive; MLL CXXC-DNA inh: inconclusive; ELG1 genotox: -1%; p53 reactivation: 7%; BRCA1 expr act: 10%; RORg inh: 0%; uPA surface inh: -8%; NPC1 prom act: 3%; Rab9 prom act: 15%; VP16 counter: 0%; MBNL1-CUG inh: inconclusive

What do the screens show for `O=C(O)CC(NC(=O)OCc1ccccc1)c1ccccc1` (configuration not stated)?
FLuc modulator: 2%; MLL CXXC-DNA inh: 8%; ELG1 genotox: -5%; p53 reactivation: -1%; BRCA1 expr act: 13%; RORg inh: 13%; uPA surface inh: 3%; NPC1 prom act: 1%; Rab9 prom act: -2%; VP16 counter: 1%; MBNL1-CUG inh: 5%

How did CCOP(=O)(OCC)C(NC(=O)c1cccs1)c1ccccc1 (configuration not stated) do in these assays?
FLuc modulator: 1%; MLL CXXC-DNA inh: -10%; ELG1 genotox: 0%; p53 reactivation: -1%; BRCA1 expr act: 2%; RORg inh: -20%; uPA surface inh: 4%; NPC1 prom act: -3%; Rab9 prom act: 1%; VP16 counter: 4%; MBNL1-CUG inh: -2%

How did CCN(CC)c1ccc(-c2n[nH]c(=S)n2-c2ccccc2)cc1 do in these assays?
FLuc modulator: -1%; MLL CXXC-DNA inh: -6%; ELG1 genotox: -5%; p53 reactivation: -1%; BRCA1 expr act: -71%; RORg inh: 1.6µM*; NPC1 prom act: -24%; Rab9 prom act: -17%; VP16 counter: -17%; MBNL1-CUG inh: 10%

How did CN1C(C(=O)Nc2cccc(O)c2)=CC(c2ccco2)=NS1(=O)=O do in these assays?
FLuc modulator: 4%&-2%; ELG1 genotox: 0%; BRCA1 expr act: -13%; RORg inh: 11%; uPA surface inh: -17%; NPC1 prom act: -4%; Rab9 prom act: 4%; VP16 counter: 9%; MBNL1-CUG inh: inconclusive

What do the screens show for `CCOc1ccc(S(=O)(=O)Nc2cccc(C)c2)c2cccnc12`?
FLuc modulator: -1%&-1%; MLL CXXC-DNA inh: 47%[activator]; ELG1 genotox: 0%; p53 reactivation: -5%; BRCA1 expr act: -24%&-30%; RORg inh: inconclusive; uPA surface inh: 0%; NPC1 prom act: -6%; Rab9 prom act: -8%; VP16 counter: 3%; MBNL1-CUG inh: -2%

What do the screens show for `CN1C(=O)N(CC(=O)N2CCN(S(=O)(=O)c3ccc(Cl)s3)CC2)C(=O)C12CCCCC2`?
FLuc modulator: -2%; ELG1 genotox: -5%; p53 reactivation: -10%; BRCA1 expr act: -15%; uPA surface inh: -4%; NPC1 prom act: 1%; Rab9 prom act: -5%

Results for O=C(O)c1cc(S(=O)(=O)Nc2cccc(Oc3ccccc3)c2)ccc1Br ?
FLuc modulator: -4%; MLL CXXC-DNA inh: 4%; ELG1 genotox: -2%; p53 reactivation: 0%; BRCA1 expr act: 0%; RORg inh: 54%; uPA surface inh: 0%; NPC1 prom act: 0%; Rab9 prom act: 6%; VP16 counter: -10%; MBNL1-CUG inh: -10%

Results for O=C(C[n+]1ccccc1)N/N=C/c1cc(Br)ccc1O ?
FLuc modulator: -1%; MLL CXXC-DNA inh: -8%; ELG1 genotox: -5%; p53 reactivation: 0%; BRCA1 expr act: -36%; RORg inh: inconclusive; uPA surface inh: -4%; NPC1 prom act: 0%; Rab9 prom act: 0%; VP16 counter: -1%; MBNL1-CUG inh: 13%

What do the screens show for `COc1cccc(C(=O)Nc2cc(C)on2)c1OC`?
FLuc modulator: inconclusive; MLL CXXC-DNA inh: 0%; ELG1 genotox: inconclusive; p53 reactivation: 15%; BRCA1 expr act: 59%; RORg inh: 0%; uPA surface inh: 2%; NPC1 prom act: 15%; Rab9 prom act: 14%; VP16 counter: -17%; MBNL1-CUG inh: -2%

Results for C=CCOc1ccc(C2C(C#N)=C(N)N(N(C)C)C3=C2C(=O)CCC3)cc1 (configuration not stated) ?
FLuc modulator: 0%; MLL CXXC-DNA inh: 1%; ELG1 genotox: 2%; p53 reactivation: -4%; BRCA1 expr act: -20%; RORg inh: 4%; uPA surface inh: 9%; NPC1 prom act: 0%; Rab9 prom act: 4%; VP16 counter: -5%; MBNL1-CUG inh: 3%

Results for O=C(Nc1ccc(F)cc1)Nc1ccc([N+](=O)[O-])cn1 ?
FLuc modulator: 2%; MLL CXXC-DNA inh: 8%; ELG1 genotox: 15%; p53 reactivation: 0%; BRCA1 expr act: 0%; RORg inh: 16%; uPA surface inh: 6%; NPC1 prom act: 4%; Rab9 prom act: 17%; VP16 counter: 6%; MBNL1-CUG inh: 4%

Results for COC(=O)Cc1ccc(NC(=S)N2CCCC(CO)C2)cc1 (configuration not stated) ?
FLuc modulator: 0.85µM*; MLL CXXC-DNA inh: 4%; ELG1 genotox: inconclusive; p53 reactivation: -5%; BRCA1 expr act: 18%; RORg inh: 11µM*; uPA surface inh: -9%; NPC1 prom act: inconclusive; Rab9 prom act: inconclusive; VP16 counter: 7.9µM*; MBNL1-CUG inh: -5%

Results for CC(C)c1nnc(NC(=O)CCC(=O)NC2CC2)s1 ?
FLuc modulator: 3%; MLL CXXC-DNA inh: 11%; ELG1 genotox: -1%; p53 reactivation: 2%; BRCA1 expr act: -4%; RORg inh: -4%; uPA surface inh: -5%; NPC1 prom act: -2%; Rab9 prom act: -1%; VP16 counter: 6%; MBNL1-CUG inh: 1%

How did COc1ccc(-c2nn(CC(=O)N(C)C)c(=O)c3ccccc23)cc1 do in these assays?
FLuc modulator: 4%; MLL CXXC-DNA inh: 0%; ELG1 genotox: 9%; p53 reactivation: 1%; BRCA1 expr act: 0%; RORg inh: 18%; uPA surface inh: -4%; NPC1 prom act: -3%; Rab9 prom act: -3%; VP16 counter: 3%; MBNL1-CUG inh: 1%

Results for CCCC(=O)Nc1ccc(Nc2ccccc2)cc1 ?
FLuc modulator: inconclusive; MLL CXXC-DNA inh: 0%; ELG1 genotox: 5%; p53 reactivation: 24%; BRCA1 expr act: 2%; RORg inh: 9%; uPA surface inh: -2%; NPC1 prom act: 0%; Rab9 prom act: -4%; VP16 counter: -3%; MBNL1-CUG inh: -3%
